DNA FID counter: compounds displacing fluorescent DNA intercalator, primary screen, artefact control for HCV NS3 helicase inhibitor project, biochemical, FID fluorescence; DNA fluorescent intercalator displacement; inhibition, % at 7.9 µM; 290,000 tested, 0.17% active; AID 1845, 2009; in the data active = inhibition above about 37%;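 note: 0% = vehicle and 100% = reference compound; higher means more ethidium bromide displaced from hairpin DNA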
p-CIP stab down: p/CIP-EGFP fusion destabilizers, primary screen, fluorescence, F442A cells; Q05BA5; 16 h; decrease of EGFP signal, % at 10 µM; 290,000 tested, 0.01% active; AID 1984, 2009;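 active = EGFP signal decrease of at least 30% at 10 µM or well 3 SD below plate mean, unless failing retest; inactive = the rest, including hits failing retest or dose response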; note: some compounds called inactive have numbers as strong as hits; many of its hits are not listed in these tables
UBC9 SUMO inh: inhibitors of in vitro SUMOylation cascade, primary screen, biochemical, HTRF, uHTS; HTRF SUMOylation assay, SAE1/SAE2 + UBC9; inhibition, % at 35 µM; 290,000 tested, 0.36% active; in the data active = inhibition above about 50%, passing the limit was not always enough; note: strong numbers were not always called active
Target sequence (P63279 whole entry, looked up): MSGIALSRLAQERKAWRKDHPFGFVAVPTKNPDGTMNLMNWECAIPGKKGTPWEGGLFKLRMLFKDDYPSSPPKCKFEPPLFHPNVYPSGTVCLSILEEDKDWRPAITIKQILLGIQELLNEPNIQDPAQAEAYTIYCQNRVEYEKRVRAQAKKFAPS
IMP-1 inh: IMP-1 metallo-beta-lactamase inhibitors, primary screen, biochemical, epi-absorbance readout, Pseudomonas aeruginosa enzyme | 290,000 tested, 0.45% active | AID 1556, 2009 | metallo-beta-lactamase IMP-1 (Pseudomonas aeruginosa) | purified IMP-1, nitrocefin hydrolysis, epi-absorbance fluorescence | inhibition, % at 5.6 µM;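 active = inhibition above the mean plus 3 SD of all compounds in the same screening run, cut at about 4.5% in these data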;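 note: 0% = IMP-1 with DMSO and 100% = DMSO wells lacking enzyme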
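System: Purified IMP-1 | Read-out basis: Percent enzyme inhibition | Controls: IMP-1 with DMSO as 0%, enzyme-free DMSO as 100% | Replicates: One well per compound | Doses: 5.6 µM nominal single concentration | Detection: Epi-absorbance fluorescence, 480 nm excitation, 530 nm emission | Incubation: 25 °C, 15 min preincubation, 25 min reaction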
IDE act: human IDE activators in live cells, primary screen, fluorescence polarization, HEK cells, FAbeta-B substrate; Insulin-degrading enzyme (Homo sapiens), P14735; FAbeta-B cleavage; 0% vehicle, 100% cell-free pure enzyme wells; activation, % at 5.96 µM; 340,000 tested, 0.073% active; AID 493087, 2011;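 active = activation above the mean of all tested compounds plus 3 SD, set per screening campaign, cut at about 17% in these data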
NS3 helicase inh: inhibitors of HCV NS3 helicase, primary screen, biochemical, Cy5 molecular beacon fluorescence; inhibition, % at 10.9 µM; NS3 helicase DNA unwinding; Hepatitis C virus NS3 helicase; 290,000 tested, 0.56% active;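 active = inhibition above the mean of all tested compounds plus 3 SD, set per campaign, cut at about 35% in these data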;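 note: 0% = DMSO wells and 100% = thioflavine S control wells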
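test system = hepatitis C virus NS3 helicase domain fragment enzyme | reagent = annealed dual-labelled DNA beacon duplex, ATP-started | times = 1 h at 25 °C | detection = Cy5 fluorescence, 0 and 60 min reads | read-out basis = percent inhibition from t60/t0 fluorescence ratio | control set = DMSO and thioflavine S | replication = one well per compound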
VIM-2 inhibitor: VIM-2 metallo-beta-lactamase inhibitors, primary screen, biochemical, epi-absorbance readout, Pseudomonas aeruginosa enzyme; purified VIM-2, nitrocefin hydrolysis, epi-absorbance fluorescence; inhibition, % at 5.6 µM; 290,000 tested, 0.89% active; AID 1527, 2009;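 active = inhibition above the mean of all tested compounds plus 3 SD, cutoff set per screening run, cut at about 7.5% in these data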;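 note: red hydrolysis product quenches plate fluorescence so inhibitors raise well fluorescence; 0% = enzyme with DMSO and 100% = DMSO without enzyme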
PHOSPHO1 inh: PubChem AID 1565 | 290,000 tested, 1.1% active | Phosphoethanolamine/phosphocholine phosphatase (Homo sapiens), Q8TCT1 | inhibition, % at 13.3 µM | recombinant PHOSPHO1, absorbance phosphatase assay; in the data active = inhibition above about 60%
Target sequence (Q8TCT1 whole entry, looked up): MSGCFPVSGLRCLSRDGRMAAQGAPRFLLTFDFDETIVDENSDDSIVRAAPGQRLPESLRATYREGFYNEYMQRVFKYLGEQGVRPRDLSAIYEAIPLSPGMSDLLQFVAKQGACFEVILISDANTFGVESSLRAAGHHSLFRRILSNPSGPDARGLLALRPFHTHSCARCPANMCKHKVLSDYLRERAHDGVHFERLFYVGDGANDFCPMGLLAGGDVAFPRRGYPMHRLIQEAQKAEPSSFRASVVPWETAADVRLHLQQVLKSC
MEKK3 PB1 HTS: modulators of MEKK3-MEK5 PB1 binding, primary screen, biochemical, wildtype MEKK3, multiplex bead flow cytometry, Alexa488-MEK5 | Mitogen-activated protein kinase kinase kinase 3 (Homo sapiens), Q99759 | bead-based flow cytometry, Alexa488-MEK5 binding to MEKK3; actives lie on both sides; 0 = blocked by unlabeled MEK5, 100 = vehicle | binding response (% of control), % at 10 µM | 290,000 tested, 1.4% active;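 active = binding response more than 3 SD above or below the average of its plate-row segment, actives on both sides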;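 note: Alexa488 bead fluorescence after subtracting the streptavidin-only scavenger bead signal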
Target sequence (Q99759 whole entry, looked up): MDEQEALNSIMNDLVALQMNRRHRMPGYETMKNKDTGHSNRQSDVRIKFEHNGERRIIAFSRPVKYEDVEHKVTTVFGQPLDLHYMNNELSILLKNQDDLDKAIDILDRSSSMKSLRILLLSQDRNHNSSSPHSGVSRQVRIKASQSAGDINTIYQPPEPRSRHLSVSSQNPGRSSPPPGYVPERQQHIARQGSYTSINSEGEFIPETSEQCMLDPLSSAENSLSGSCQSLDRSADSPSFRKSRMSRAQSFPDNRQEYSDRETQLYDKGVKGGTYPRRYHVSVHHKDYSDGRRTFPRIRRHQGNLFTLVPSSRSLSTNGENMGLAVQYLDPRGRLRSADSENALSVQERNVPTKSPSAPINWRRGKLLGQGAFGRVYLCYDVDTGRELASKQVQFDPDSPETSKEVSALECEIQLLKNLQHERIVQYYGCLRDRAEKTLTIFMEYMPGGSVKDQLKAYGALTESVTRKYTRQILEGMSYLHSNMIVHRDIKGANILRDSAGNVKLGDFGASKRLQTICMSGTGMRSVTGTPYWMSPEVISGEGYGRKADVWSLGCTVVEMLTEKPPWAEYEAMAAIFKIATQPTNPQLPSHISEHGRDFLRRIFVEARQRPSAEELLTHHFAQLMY
* = called active by the depositor.

`O=C(CCc1ccccc1)NNC(=O)c1ccc(Cl)cc1` gave DNA FID counter -6, p-CIP stab down -16, UBC9 SUMO inh 0, IMP-1 inh -1.7, IDE act 3, NS3 helicase inh 5, VIM-2 inhibitor -0.4, PHOSPHO1 inh -32 and MEKK3 PB1 HTS 104.
Cc1ccc(S(=O)(=O)Nc2cc(=O)[nH]c(SCC(=O)Nc3cccc(C(F)(F)F)c3)n2)cc1 was read as DNA FID counter -6, p-CIP stab down -1, UBC9 SUMO inh -14, IMP-1 inh -1.1, IDE act 4, NS3 helicase inh -15, VIM-2 inhibitor -2.0, PHOSPHO1 inh 27 and MEKK3 PB1 HTS 99.
Screening CN(C)c1ccc(/C=N/Nc2nncc3ccccc23)cc1 returned DNA FID counter -19, p-CIP stab down -9, UBC9 SUMO inh 14, IMP-1 inh -0.7, IDE act 1, NS3 helicase inh 2, VIM-2 inhibitor 3.5, PHOSPHO1 inh 14 and MEKK3 PB1 HTS 103.
For CC(C(=O)OCC(=O)c1ccccc1)N1C(=O)C2C3CCC(C3)C2C1=O (configuration not stated) the results were DNA FID counter -8, p-CIP stab down -1, UBC9 SUMO inh 4, IMP-1 inh -2.4, IDE act 2, NS3 helicase inh 3, VIM-2 inhibitor -2.0, PHOSPHO1 inh -12 and MEKK3 PB1 HTS 98.
`Cc1ccc2nc(NCC(N)=O)nc(-c3ccccc3)c2c1` gave DNA FID counter -16, p-CIP stab down -1, UBC9 SUMO inh 33, IMP-1 inh -0.9, NS3 helicase inh 3, VIM-2 inhibitor 1.8, PHOSPHO1 inh 34 and MEKK3 PB1 HTS 88.
For O=C(CCCN1C(=O)/C(=C/c2ccco2)SC1=S)Nc1ccccc1C(=O)O the results were DNA FID counter 7, p-CIP stab down -15, UBC9 SUMO inh 68, IMP-1 inh 2.0, IDE act 12, NS3 helicase inh 46*, VIM-2 inhibitor -2.5, PHOSPHO1 inh -114 and MEKK3 PB1 HTS 105.
Screening Cc1ccc(C(=O)NC(C)c2nc3ccccc3n2CC(=O)Nc2c(C)cc(C)cc2C)cc1 (configuration not stated) returned DNA FID counter -3, p-CIP stab down -8, UBC9 SUMO inh 63, IMP-1 inh -2.3, NS3 helicase inh -1, VIM-2 inhibitor -2.4, PHOSPHO1 inh 45 and MEKK3 PB1 HTS 93.
CC(=O)c1sc(-c2ccc(Cl)cc2)cc1N was read as DNA FID counter -1, p-CIP stab down -14, UBC9 SUMO inh -17, IMP-1 inh -1.9, IDE act 4, NS3 helicase inh 2, VIM-2 inhibitor -2.9, PHOSPHO1 inh 12 and MEKK3 PB1 HTS 112.
CCc1nnc(NC(=O)CSc2nnc(-c3c[nH]c4ccccc34)n2CCOC)s1 was read as DNA FID counter -27, p-CIP stab down -8, UBC9 SUMO inh 28, IMP-1 inh -2.5, IDE act -1, NS3 helicase inh -3, VIM-2 inhibitor -3.2, PHOSPHO1 inh 60* and MEKK3 PB1 HTS 107.
For CC(C)(CO)NCC#Cc1ccccc1 the results were DNA FID counter -2, p-CIP stab down -6, UBC9 SUMO inh 9, IMP-1 inh -2.2, IDE act 3, NS3 helicase inh -11, VIM-2 inhibitor -1.3, PHOSPHO1 inh 8 and MEKK3 PB1 HTS 98.
For CCOC(=O)C1CCN(CCC(=O)Nc2ccc(C)c(C)c2)CC1 the results were DNA FID counter 7, p-CIP stab down 3, UBC9 SUMO inh -6, IMP-1 inh 1.3, IDE act -1, NS3 helicase inh 2, VIM-2 inhibitor -1.1, PHOSPHO1 inh 8 and MEKK3 PB1 HTS 94.
`Cc1nc(C(F)(F)F)ccc1C(=O)Nc1ccccc1N1CCOCC1` gave DNA FID counter -9, p-CIP stab down 6, UBC9 SUMO inh 4, IMP-1 inh 0.6, IDE act -3, NS3 helicase inh 1, VIM-2 inhibitor -2.4, PHOSPHO1 inh 33 and MEKK3 PB1 HTS 106.
COCCn1c(=O)c2c(nc3n2CCCN3CCc2ccc(OC)c(OC)c2)n(C)c1=O was read as DNA FID counter -36, p-CIP stab down 4, UBC9 SUMO inh 10, IMP-1 inh -3.6, IDE act 2, NS3 helicase inh -2, VIM-2 inhibitor -3.6, PHOSPHO1 inh 32 and MEKK3 PB1 HTS 104.
For CCOc1ccccc1NC(=O)CN(c1ccc(C)cc1)S(=O)(=O)c1c(C)n[nH]c1C the results were DNA FID counter -22, p-CIP stab down -11, UBC9 SUMO inh -12, IMP-1 inh -1.4, IDE act 4, NS3 helicase inh -17, VIM-2 inhibitor -2.2, PHOSPHO1 inh -2 and MEKK3 PB1 HTS 102.
`Cc1cc(Nc2ccc3c(c2)OCCO3)n2nc(C)nc2n1` gave DNA FID counter -5, p-CIP stab down -9, UBC9 SUMO inh 1, IMP-1 inh -3.3, IDE act 2, NS3 helicase inh -4, VIM-2 inhibitor 14*, PHOSPHO1 inh -11 and MEKK3 PB1 HTS 104.
For O=C(Nc1ccccc1N1CCOCC1)C1CCN(S(=O)(=O)c2ccc(F)cc2)CC1 the results were DNA FID counter 1, p-CIP stab down 5, UBC9 SUMO inh -2, IMP-1 inh -0.8, IDE act 6, NS3 helicase inh 18, VIM-2 inhibitor 1.7, PHOSPHO1 inh -24 and MEKK3 PB1 HTS 102.
Screening CC(C)c1ccc(-c2cc(C(=O)NN3CCN(C)CC3)c3ccccc3n2)cc1 returned DNA FID counter 26, p-CIP stab down -11, UBC9 SUMO inh 8, IMP-1 inh 0.0, IDE act 4, NS3 helicase inh -87, VIM-2 inhibitor 3.4, PHOSPHO1 inh 11 and MEKK3 PB1 HTS 90.
For CCCCNC(=O)CCc1nc2cccnc2n1Cc1ccccc1 the results were DNA FID counter -16, p-CIP stab down -12, UBC9 SUMO inh 8, IMP-1 inh -1.6, IDE act -1, NS3 helicase inh 4, VIM-2 inhibitor -0.8, PHOSPHO1 inh 29 and MEKK3 PB1 HTS 109.
For Cc1nc(N(CCO)C2CCCCC2)c2nnn(Cc3ccccc3)c2n1 the results were DNA FID counter -38, p-CIP stab down -4, UBC9 SUMO inh -10, IMP-1 inh -1.2, IDE act -2, NS3 helicase inh 7, VIM-2 inhibitor 0.7 and MEKK3 PB1 HTS 103.
CC(=O)Nc1ccc2c(c1)nc(CCN1CCN(c3ccccn3)CC1)n2C was read as DNA FID counter 0, p-CIP stab down -8, UBC9 SUMO inh 12, IMP-1 inh -3.9, IDE act 0, NS3 helicase inh -10, VIM-2 inhibitor -3.9, PHOSPHO1 inh 5 and MEKK3 PB1 HTS 107.
For COc1ccc2nc(NC(=O)Nc3ccccc3OC)sc2c1 the results were DNA FID counter -1, p-CIP stab down -24, UBC9 SUMO inh 14, IMP-1 inh -1.8, IDE act 2, NS3 helicase inh -28, VIM-2 inhibitor -3.4, PHOSPHO1 inh 15 and MEKK3 PB1 HTS 103.
CC(C)CN(C(=O)c1cccc([N+](=O)[O-])c1)c1c(N)n(CC(C)C)c(=O)[nH]c1=O was read as DNA FID counter -6, p-CIP stab down -8, UBC9 SUMO inh 10, IMP-1 inh -2.1, IDE act 1, NS3 helicase inh -4, VIM-2 inhibitor -1.2, PHOSPHO1 inh 43 and MEKK3 PB1 HTS 98.
`CN1CCN(C(=S)C(=O)Nc2ccc(Br)cc2)CC1` gave DNA FID counter 5, p-CIP stab down -10, UBC9 SUMO inh 17, IMP-1 inh 0.6, IDE act -6, NS3 helicase inh 8, VIM-2 inhibitor -1.9, PHOSPHO1 inh -1 and MEKK3 PB1 HTS 106.
`COc1ccc(C(=O)Cn2cnc3ccccc3c2=O)cc1` gave DNA FID counter -9, p-CIP stab down -4, UBC9 SUMO inh 12, IMP-1 inh -4.2, IDE act 1, NS3 helicase inh -20, VIM-2 inhibitor -3.6, PHOSPHO1 inh 35 and MEKK3 PB1 HTS 97.
Cc1cc(C)c2oc(C(=O)N(Cc3ccc(F)cc3)C3CCS(=O)(=O)C3)cc(=O)c2c1 (configuration not stated) was read as DNA FID counter -38, p-CIP stab down -3, IMP-1 inh -2.7, IDE act 5, NS3 helicase inh 2, VIM-2 inhibitor 1.9, PHOSPHO1 inh 41 and MEKK3 PB1 HTS 99.
CCCc1nn(C)c(C(=O)Nc2ccc(C(C)(C)C)cc2)c1Cl was read as DNA FID counter -19, p-CIP stab down -6, UBC9 SUMO inh -15, IMP-1 inh -2.2, IDE act 1, NS3 helicase inh 4, VIM-2 inhibitor -1.4, PHOSPHO1 inh 7 and MEKK3 PB1 HTS 101.
Cc1c(C(N)=O)sc2ncn(CC(=O)OC(C)C)c(=O)c12 was read as DNA FID counter 3, p-CIP stab down -3, UBC9 SUMO inh 14, IMP-1 inh -1.2, IDE act 1, NS3 helicase inh 5, VIM-2 inhibitor -1.6, PHOSPHO1 inh -7 and MEKK3 PB1 HTS 109.
For O=C(NCc1ccco1)c1cc(-c2cccnc2)nc2ccccc12 the results were DNA FID counter -8, p-CIP stab down -3, UBC9 SUMO inh 14, IMP-1 inh -2.8, IDE act -1, NS3 helicase inh 6, VIM-2 inhibitor -3.4, PHOSPHO1 inh 3 and MEKK3 PB1 HTS 109.
For CCCCOC(=O)Nc1nc2ccc(OC)cc2s1 the results were DNA FID counter -3, p-CIP stab down -2, UBC9 SUMO inh 13, IMP-1 inh -5.4, IDE act 5, NS3 helicase inh 4, VIM-2 inhibitor -4.5, PHOSPHO1 inh 35 and MEKK3 PB1 HTS 103.
COc1ccc(N(CC(=O)NCc2ccc(C)cc2)S(=O)(=O)c2c(C)[nH]c(=O)[nH]c2=O)cc1 was read as DNA FID counter -43, p-CIP stab down 2, UBC9 SUMO inh 9, IMP-1 inh -1.4, IDE act 2, NS3 helicase inh 29, VIM-2 inhibitor -2.9, PHOSPHO1 inh -5 and MEKK3 PB1 HTS 100.
`COc1ccccc1/C=C/C=N/N1CCN(c2ccccn2)CC1` gave DNA FID counter -5, p-CIP stab down -8, UBC9 SUMO inh 3, IMP-1 inh -4.3, IDE act -2, NS3 helicase inh 2, VIM-2 inhibitor -2.5, PHOSPHO1 inh 18 and MEKK3 PB1 HTS 105.
Cc1sc(N/N=C/C=C/c2ccccc2)nc1-c1ccccc1 was read as DNA FID counter -1, p-CIP stab down -5, UBC9 SUMO inh -2, IMP-1 inh -3.5, IDE act 2, NS3 helicase inh -10, VIM-2 inhibitor -1.4, PHOSPHO1 inh -10 and MEKK3 PB1 HTS 98.

Screens from PubChem BioAssay.

Only part of the results is shown; count on the stated rates, not on these rows.
